Assay outcomes: PubChem, several laboratories
aSyn 5UTR inh: MLPCN primary screen, SNCA 5' untranslated region; 0.82% of 300,000 active; alpha-synuclein 5'UTR reporter, inhibitor activity; inhibition, % (tested at 7.5 µM); in the data active = inhibition above about 60%;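 note: H4 neuroglioblastoma cells stably carrying SNCA 5'UTR luciferase fusion; 0% = DMSO wells and 100% = positive control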
AI-2 QS modul: Vibrio harveyi AI-2 quorum sensing modulation; Vibrio harveyi JMH597 AI-2 luminescence/OD600 ratio, 9 h; hits give low values; strain lacks LuxN and CqsS sensors; 0 = neutral-control median; activity change, % at 7.5 µM; 0.4% of 300,000 active; in the data active = activity change below about -75%, passing the limit was not always enough;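 note: luminescence divided by OD600 gain over 9 h not by final OD600 alone; inactives centre near 13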
Platelet DG rel: platelet dense granule release activity | human platelet-rich plasma, SFLLRN dense granule ATP release, luminescence | inhibition, %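 (compounds screened at 7.5 µM in platelet-rich plasma)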 | 0.22% of 300,000 active | AID 1663;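 active = mean replicate score, as percent of positive control, at or above 50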
KLF5 inhibitor: suppresses KLF5 promoter-driven expression; DLD-1 KLF5 promoter-luciferase reporter, luminescence; inhibition, % at 5 µM; 0.23% of 290,000 active;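 active = inhibition above a per-plate limit of that plate's mean compound inhibition plus 3 SD, cut at about 60% in these data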;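 note: 0% = DMSO wells and 100% = LY294002 at 200 µM; higher means less KLF5 promoter-driven luciferase light; inactives centre near -14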
HSP90 inh: HSP90 refolding inhibition in rabbit reticulocyte lysate. inhibition, % at 5.6 µM. luciferase refolding luminescence, 3 h. AID 1789. 0.91% of 290,000 active;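 active = inhibition above the screen-wide mean plus 3 SD, computed separately per campaign, cut at about 16% in these data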;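 note: 0% = DMSO wells and 100% = 60 µM geldanamycin wells; inhibitors lower the luminescence because luciferase stays unfolded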
HDAC3 inhib: inhibitors of human histone deacetylase 3; 0.15% of 320,000 active; recombinant HDAC3, fluorogenic peptide/trypsin coupled, fluorescence; O15379; inhibition, % at 8.3 µM; in the data active = inhibition above about 26%, passing the limit was not always enough
Target sequence (O15379 whole entry, looked up): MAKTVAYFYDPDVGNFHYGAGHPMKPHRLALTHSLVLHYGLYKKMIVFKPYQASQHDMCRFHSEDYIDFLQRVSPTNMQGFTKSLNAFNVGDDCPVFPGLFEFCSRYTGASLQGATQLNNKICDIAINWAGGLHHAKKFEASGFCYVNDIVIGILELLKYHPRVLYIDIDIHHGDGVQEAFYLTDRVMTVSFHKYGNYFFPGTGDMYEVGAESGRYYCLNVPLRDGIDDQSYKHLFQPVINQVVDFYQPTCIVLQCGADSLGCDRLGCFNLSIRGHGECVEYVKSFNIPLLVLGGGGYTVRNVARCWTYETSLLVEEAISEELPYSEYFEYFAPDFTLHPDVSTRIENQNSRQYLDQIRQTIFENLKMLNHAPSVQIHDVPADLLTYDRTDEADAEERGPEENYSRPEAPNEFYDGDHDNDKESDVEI
HIF act: HIF pathway transcriptional activation. activation, % at 7.5 µM (by protocol). AID 1910. U2OS HRE-luciferase reporter, luminescence; normalized: DMSO 0%, desferrioxamine 100%. 0.32% of 300,000 active;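 active = mean activation of at least 10% of the iron chelator positive control signal, with at least half of replicates also reaching 10%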
HSF1 inh: HSF1 inhibition; NIH3T3-HGL HSE-luciferase, MG132-induced, luminescence 8 h; hits give low values; activity change, negative = inhibition, % at 7.5 µM (by protocol); 0.77% of 300,000 active;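 active = more than half of replicate wells show activity change below -50%, luminescence cut by over half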;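 note: luciferase reports HSF-1 transcriptional activity via heat shock element; 0% = median of DMSO wells and -100% = zero luminescence signal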
IEC-6 tox: kills IEC-6 intestinal cells in KLF5 counter-screen; IEC-6 cytotoxicity, luminescence viability; inhibition, % at 5 µM; 0.78% of 290,000 active; in the data active = inhibition above about 22%;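 note: 0% = plate median of test compound wells and 100% = cytotoxic reference compound wells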
HSF1 activator: increases HSF-1 driven luciferase reporter signal. activation, % at 9 µM. 1.7% of 300,000 active. NIH3T3-HGL HSF-1 luciferase reporter, MG132, 8 h; 100% = twice DMSO control signal;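 active = mean replicate activation of at least 50% with a set share of replicates each reaching 50%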;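 note: 0% = median of the neutral control wells and 100% = twice that signal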
Active calls of the source: *; x = not tested or not shown.

Sample of the layout, 6 compounds:
Short forms – A = aSyn 5UTR inh; B = AI-2 QS modul; C = Platelet DG rel; D = KLF5 inhibitor; E = HSP90 inh; F = HDAC3 inhib; G = HIF act; H = HSF1 inh; I = IEC-6 tox; J = HSF1 activator
CCC(=O)C1CCCN(C(=O)CCc2nnc(-c3ccc4c(c3)OCO4)o2)C1 (stereo not drawn)
  A: -7; B: 6; C: 9; D: -62; E: -2; F: 1; G: 1.5; H: 5; I: 0; J: 28
CC1C(=O)CC(c2ccccc2)N(C)C1c1ccccc1 (stereo not drawn)
  A: 12; B: 27; C: -9; D: x; E: x; F: 1; G: -0.2; H: -3; I: x; J: 12
O=C(Nc1ccccc1)N1CCNCC1
  A: 0; B: 26; C: 0; D: 5; E: 1; F: -14; G: 0.0; H: -5; I: -4; J: -1
COc1cc2c(cc1OC)CN(C(=O)Cc1c(F)cccc1Cl)CC2
  A: 31; B: 3; C: -1; D: 23; E: 3; F: 4; G: 0.1; H: 5; I: 0; J: 13
COc1ccc2c(c1)C(=O)N(c1ccc(C)cc1C)C(=O)C2
  A: 6; B: 4; C: 1; D: -28; E: -5; F: -7; G: -0.2; H: -2; I: -4; J: -12
CC(=O)OCCNC(=O)c1cc2ccccc2oc1=O
  A: 5; B: 14; C: -11; D: 4; E: 1; F: -1; G: 0.2; H: 4; I: 4; J: -7

Main list (from the top)
Short forms – A = aSyn 5UTR inh; B = AI-2 QS modul; C = Platelet DG rel; D = KLF5 inhibitor; E = HSP90 inh; F = HDAC3 inhib; G = HIF act; H = HSF1 inh; I = IEC-6 tox; J = HSF1 activator
CCC(=O)C1CCCN(C(=O)CCc2nnc(-c3ccc4c(c3)OCO4)o2)C1 (stereo not drawn)
  A: -7; B: 6; C: 9; D: -62; E: -2; F: 1; G: 1.5; H: 5; I: 0; J: 28
CC1C(=O)CC(c2ccccc2)N(C)C1c1ccccc1 (stereo not drawn)
  A: 12; B: 27; C: -9; D: x; E: x; F: 1; G: -0.2; H: -3; I: x; J: 12
O=C(Nc1ccccc1)N1CCNCC1
  A: 0; B: 26; C: 0; D: 5; E: 1; F: -14; G: 0.0; H: -5; I: -4; J: -1
COc1cc2c(cc1OC)CN(C(=O)Cc1c(F)cccc1Cl)CC2
  A: 31; B: 3; C: -1; D: 23; E: 3; F: 4; G: 0.1; H: 5; I: 0; J: 13
COc1ccc2c(c1)C(=O)N(c1ccc(C)cc1C)C(=O)C2
  A: 6; B: 4; C: 1; D: -28; E: -5; F: -7; G: -0.2; H: -2; I: -4; J: -12
CC(=O)OCCNC(=O)c1cc2ccccc2oc1=O
  A: 5; B: 14; C: -11; D: 4; E: 1; F: -1; G: 0.2; H: 4; I: 4; J: -7
Cc1cc(C)nc(NC(=O)C(C)N2C(=O)c3ccccc3C2=O)n1 (stereo not drawn)
  A: -18; B: 24; C: 0; D: -10; E: -2; F: 6; G: 0.2; H: -2; I: 4; J: -16
COc1ccc(C(=O)O)cc1S(=O)(=O)N(CCc1ccccc1)Cc1ccccc1
  A: 4; B: 11; C: -3; D: -1; E: 3; F: 2; G: -0.6; H: 4; I: -1; J: 14
O=C(CSc1nnnn1C1CCCC1)N1CCCCC1
  A: -88; B: 12; C: 3; D: -102; E: 8; F: x; G: 4.3; H: 18; I: 0; J: 35
CCNC(=S)N(CCN(CC)CC)Cc1cc2cc3c(cc2[nH]c1=O)OCCO3
  A: -1; B: 78; C: 0; D: -6; E: 0; F: -18; G: -41; H: -3; I: 5; J: -12
CSc1nsc(SCC(=O)Nc2cccc(C(=O)O)c2)n1
  A: 2; B: 17; C: -9; D: -18; E: -2; F: 1; G: -0.2; H: 2; I: -9; J: 2
Cc1ccc(-n2ncc3c2CC(C)(C)CC3NC(=O)c2cc[n+]([O-])cc2)cc1 (stereo not drawn)
  A: 6; B: 13; C: 1; D: 8; E: -1; F: -4; G: -0.3; H: 2; I: 4; J: 2
O=[N+]([O-])c1cc(Cl)ccc1NCCc1ccccn1
  A: -23; B: 19; C: -6; D: -35; E: -2; F: -3; G: 1.5; H: 28; I: 3; J: 33
O=C(Nc1ccc(N2CCN(C(=O)c3cccs3)CC2)cc1)c1ccc(F)cc1
  A: -2; B: 34; C: 2; D: -10; E: -3; F: -4; G: 0.6; H: -14; I: -4; J: 8
COc1ccc(Cl)cc1NC(=O)c1noc(C)c1[N+](=O)[O-]
  A: 10; B: 8; C: 22; D: -67; E: 6; F: 0; G: 0.2; H: 4; I: 1; J: 4
Cc1cc(SCC(=O)NN)c2cc(Br)ccc2n1
  A: 3; B: 16; C: -2; D: 13; E: -5; F: -4; G: -0.1; H: -6; I: -5; J: -20
CCOc1ccc(S(=O)(=O)/N=C(\N)c2ccccc2)cc1
  A: -9; B: 15; C: -1; D: -28; E: 0; F: -2; G: -1.0; H: -7; I: 0; J: 10
S=c1[nH]nc(-c2ccc(Cl)cc2)n1-c1ccc2c(c1)OCCO2
  A: -5; B: 20; C: 12; D: -17; E: 4; F: 9; G: 0.1; H: -7; I: -1; J: -10
O=C(COC(=O)c1ccco1)NCc1ccc(F)cc1
  A: -6; B: 8; C: -5; D: -15; E: -2; F: -6; G: 0.2; H: -9; I: 0; J: 20
O=c1c2ccccc2nc(-c2cccs2)n1-c1cccc2ccccc12
  A: 7; B: -7; C: 7; D: 20; E: -1; F: -6; G: 0.1; H: 5; I: 6; J: 23
O=C(NCc1ccco1)c1ccc(N2CCCC2=O)cc1
  A: -10; B: 20; C: 6; D: -24; E: 3; F: 6; G: 0.5; H: -3; I: 3; J: 0
O=C(Nc1ccccc1)N1CCC(C(=O)N2CCN(S(=O)(=O)c3cccc(F)c3)CC2)CC1
  A: -4; B: 16; C: 5; D: -15; E: 1; F: -4; G: 0.0; H: -4; I: -5; J: -6
COc1ccccc1CNC(=O)C1COc2ccccc2O1 (stereo not drawn)
  A: -41; B: -1; C: 0; D: -34; E: -1; F: 2; G: 1.6; H: 7; I: 8; J: 16
CC(C)Oc1ccc(C(CC(=O)O)n2cnnn2)cc1 (stereo not drawn)
  A: -14; B: 5; C: -6; D: -14; E: 1; F: 0; G: -0.1; H: -5; I: -4; J: -1
O=S(=O)(c1ccccc1)c1nc(-c2ccccc2)oc1NCCCN1CCOCC1
  A: -7; B: 8; C: -5; D: -11; E: -4; F: 7; G: 0.0; H: 4; I: -11; J: 4

4 compounds drawn at random from those above:
Short forms – A = aSyn 5UTR inh; B = AI-2 QS modul; C = Platelet DG rel; D = KLF5 inhibitor; E = HSP90 inh; F = HDAC3 inhib; G = HIF act; H = HSF1 inh; I = IEC-6 tox; J = HSF1 activator
S=c1[nH]nc(-c2ccc(Cl)cc2)n1-c1ccc2c(c1)OCCO2
  A: -5; B: 20; C: 12; D: -17; E: 4; F: 9; G: 0.1; H: -7; I: -1; J: -10
O=[N+]([O-])c1cc(Cl)ccc1NCCc1ccccn1
  A: -23; B: 19; C: -6; D: -35; E: -2; F: -3; G: 1.5; H: 28; I: 3; J: 33
O=S(=O)(c1ccccc1)c1nc(-c2ccccc2)oc1NCCCN1CCOCC1
  A: -7; B: 8; C: -5; D: -11; E: -4; F: 7; G: 0.0; H: 4; I: -11; J: 4
CCOc1ccc(S(=O)(=O)/N=C(\N)c2ccccc2)cc1
  A: -9; B: 15; C: -1; D: -28; E: 0; F: -2; G: -1.0; H: -7; I: 0; J: 10
